Compound activity (PubChem BioAssay)
AGP1 TOR yeast: modulators of AGP1-GFP expression in yeast TOR pathway, primary screen, cell-based, multiplex flow cytometry, S. cerevisiae, MLPCN library | 3 h; GFP as percent of DMSO wells | GFP response vs DMSO, % at 10 µM | hit rate 0.02% among 320,000 | AID 2066, 2009;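 active means GFP response relative to DMSO above a set limit, near screen average plus 3 SD, cut at about 150% in these data; inconclusive means fewer than 70 cells counted for the yeast strain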;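 further: median GFP channel fluorescence of the gated AGP1 strain per well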
Yeast superoxide: reduction of superoxide in aged yeast, primary screen, HTS. S. cerevisiae aged cells, superoxide DHE fluorescence; stronger effect = lower value. superoxide response (% of plate mean), % at 10 µM. hit rate 0.18% among 330,000. AID 2690, 2010;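 active means superoxide response under a set limit, about three screen SD below normal, cut at about 65% in these data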;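 further: yeast aged for seven days with compound at 30 °C before DHE staining; 100% = average MFI of all compound-treated wells on the plate with controls excluded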
MEP2-GFP yeast: modulators of MEP2-GFP levels in yeast, primary screen, S. cerevisiae, multiplex flow cytometry, MLPCN library; GFP response vs DMSO, % at 10 µM; S. cerevisiae MEP2-GFP strain, 3 h; 100% = DMSO control level; hit rate 0.51% among 330,000; AID 2016, 2009;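 active means GFP response versus DMSO above a set limit, roughly screen mean plus 3 SD, cut at about 180% in these data; inconclusive means fewer than 70 cells counted for a yeast strain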;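 further: median GFP fluorescence of the barcode-gated MEP2-GFP cells per well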
CIT2-GFP yeast: modulators of CIT2-GFP expression in yeast, primary screen, S. cerevisiae, GFP fusion, multiplex flow cytometry, MLPCN library | S. cerevisiae CIT2-GFP strain, 3 h; 100 means same as DMSO wells | GFP response vs DMSO, % at 10 µM | hit rate 0.065% among 320,000;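 active means GFP response relative to DMSO above a set limit, near the screen mean plus 3 SD, cut at about 150% in these data; inconclusive means Fewer than 70 cells measured for a yeast strain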;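 further: ratio of well median GFP fluorescence to mean of DMSO wells on the plate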
VLA-4 inh: inhibition in human VLA-4 binding assay, primary screen, VLA-4 allosteric modulator project, MLPCN library, flow cytometry, VLA-4 expressing cells; Integrin alpha-4 (Homo sapiens), P13612; ligand binding flow cytometry; inhibition, % (about 7 µM as worked out from the volumes in the protocol); hit rate 0.2% among 330,000; AID 2557, 2010; in the data active means inhibition above about 50%
GRK2 inh: compounds blocking aptamer binding on GRK2 – biochemical, human GRK2, bead flow cytometry, HTS, primary screen. inhibition of aptamer binding, % at 10 µM. Beta-adrenergic receptor kinase 1 (Homo sapiens), P25098. hit rate 0.59% among 330,000. FAM-aptamer displacement from GRK2;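 active means inhibition of aptamer binding above 40%, roughly 3 SD of noise, on plates passing a quality check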;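 further: median bead fluorescence of bound FAM aptamer so fluorescent compounds give negative values; no value below 0 was filed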
Target sequence (P25098 whole entry, looked up): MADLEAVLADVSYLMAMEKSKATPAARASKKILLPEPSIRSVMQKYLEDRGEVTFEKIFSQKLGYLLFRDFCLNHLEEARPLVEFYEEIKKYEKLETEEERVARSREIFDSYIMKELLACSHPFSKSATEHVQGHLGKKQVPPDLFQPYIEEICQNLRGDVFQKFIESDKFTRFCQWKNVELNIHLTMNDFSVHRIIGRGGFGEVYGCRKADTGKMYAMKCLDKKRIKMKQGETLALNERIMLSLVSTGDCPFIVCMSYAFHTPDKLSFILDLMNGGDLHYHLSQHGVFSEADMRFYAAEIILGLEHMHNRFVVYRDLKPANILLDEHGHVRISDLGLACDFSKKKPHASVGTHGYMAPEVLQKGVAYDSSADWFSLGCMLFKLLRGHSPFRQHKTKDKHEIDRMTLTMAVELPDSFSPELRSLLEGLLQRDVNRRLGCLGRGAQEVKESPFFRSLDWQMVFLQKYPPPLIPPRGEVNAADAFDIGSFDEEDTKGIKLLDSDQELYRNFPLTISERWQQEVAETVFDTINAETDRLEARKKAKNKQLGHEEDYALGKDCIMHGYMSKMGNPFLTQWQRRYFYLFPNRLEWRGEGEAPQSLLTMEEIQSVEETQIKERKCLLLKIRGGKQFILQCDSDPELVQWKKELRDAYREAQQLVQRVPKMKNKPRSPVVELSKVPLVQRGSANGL
RPL19A-GFP yeast: RPL19A-GFP expression modulators in yeast, primary screen, cell-based, S. cerevisiae, multiplex flow cytometry, MLPCN | S. cerevisiae RPL19A-GFP strain, 3 h; stronger effect = lower value | percent response vs DMSO, % at 10 µM | hit rate 0.3% among 330,000 | AID 2025, 2009;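 active means percent response vs DMSO below 50%; inconclusive means fewer than 70 events counted for the yeast strain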;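 further: median channel GFP fluorescence of the barcoded RPL19A-GFP strain; ratio of sample median GFP to plate DMSO average so 100% = DMSO; lower means less RPL19A-GFP as with rapamycin TOR inhibition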
LAP4-GFP MLPCN: modulators of LAP4-GFP expression in yeast, primary screen, S. cerevisiae, multiplex flow cytometry, MLPCN library | hit rate 0.34% among 320,000 | 3 h; median GFP as percent of DMSO wells | GFP response vs DMSO, % at 10 µM;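 active means GFP response vs DMSO above a set limit, about the screen mean plus 3 SD, cut at about 150% in these data; inconclusive means under 70 cell events counted for the yeast strain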
An asterisk follows results filed as active; ? = inconclusive; nt = not tested or not shown.

SMILES	AGP1 TOR yeast	Yeast superoxide	MEP2-GFP yeast	CIT2-GFP yeast	VLA-4 inh	GRK2 inh	RPL19A-GFP yeast	LAP4-GFP MLPCN
O=C(COC(=O)c1cccc2ccccc12)Nc1ncc(C(F)(F)F)cc1Cl	106.0	85.5	101.0	95.2	28.2	0.0	101.0	101.0
COc1cc(/C=N/S(=O)(=O)CCc2ccccc2)ccc1O	102.7	102.2	109.4	115.1	7.2	1.0	106.8	86.1
COc1ccc(NC(=O)c2ccc(-n3cccn3)nc2)cc1	92.9	107.5	99.5	94.3	17.4	0.0	97.2	99.9
Cc1ccc(OC(C)C(=O)Nc2ccc3c(c2)n(C)c(=O)n3C)cc1C (stereo not drawn)	99.6	93.6	109.9	102.3	1.5	0.0	99.5	95.8
N#Cc1ccccc1OCC(=O)Nc1ccc2c(c1)OCCCO2	94.8	96.0	100.3	100.3	-1.0	0.0	96.7	107.2
O=C(Nc1ccccc1)N(CCCN1CCOCC1)Cc1cccs1	101.3	92.0	104.8	99.8	-6.7	0.0	102.3	106.8
Fc1cc(F)c(F)c(SCCc2ccncc2)c1F	93.9	103.7	98.0	93.1	-4.2	3.0	98.4	116.6
COC(=O)CC1SC(=O)NC1=Nc1ccc(C)cc1 (stereo not drawn)	98.4	109.6	111.5	102.7	-2.5	0.0	97.1	108.6
CC1(C)CC(=O)C2=C(C1)N(c1ccc(F)cc1)C(=O)CC2c1ccsc1 (stereo not drawn)	89.6	92.1	98.8	101.4	-11.3	0.0	98.0	116.5
CCc1nnc(NC(=O)CCC(=O)NC2CCCCCC2)s1	98.6	87.5	106.6	108.9	-10.2	0.0	101.4	93.7
CSc1ccc(-c2nc(CSCC(=O)NCCCN3CCCC3=O)c(C)o2)cc1	97.1	91.5	100.0	95.0	8.4	3.0	99.0	96.3
O=C(COc1ccc(F)cc1)NNC(=O)Cn1ccc(C(F)(F)F)n1	94.9	113.5	90.6	99.0	5.3	0.0	92.5	95.0
CCC1(CC)C(=O)C(C)(C)C(=O)OC1c1cccs1 (stereo not drawn)	106.4	87.6	99.9	90.9	-2.3	3.0	99.3	103.9
COC(=O)c1ccccc1NC(=O)CSc1ncn[nH]1	105.1	89.5	100.0	103.0	-10.8	0.0	98.0	104.5
Cc1nc2cc(S(=O)(=O)C(F)(F)F)ccc2s1	100.6	97.2	102.2	100.9	18.6	2.0	101.7	99.4
Cc1nn(C(=O)CCC(=O)NCc2ccccc2Cl)c2ccccc12	81.2	91.9	89.9	103.7	0.5	2.0	93.9	80.7
COc1ccccc1N1CCN(C(=O)c2cc(=O)c3cc(C)ccc3o2)CC1	94.0	89.7	98.1	101.5	3.0	0.0	99.6	92.0
O=c1c(Cc2ccc(F)cc2)c(O)ccn1C1CC1	106.1	96.8	103.6	98.0	-4.9	0.0	96.6	91.3
COc1cc2nc(Cl)nc(N3CCOCC3)c2cc1OC	102.1	97.0	102.1	97.8	21.5	9.0	96.4	111.5
COc1ccc(CC(=O)Nc2ccc(N3CCOCC3)cc2)cc1S(=O)(=O)N1CCOCC1	105.2	97.4	103.9	101.4	0.0	0.0	99.6	107.7
O=C(Nc1nc2ccccc2[nH]1)c1ccccc1[N+](=O)[O-]	95.0	101.0	96.8	88.9	-5.9	0.0	98.7	92.5
CC1=C(C#N)c2nc(N)c(C#N)c(C)c2/C1=C\c1ccc(OCC(=O)O)c(Cl)c1	100.0	81.5	89.0	75.1	5.6	4.0	101.7	82.9
CONc1nc(NC(C)(C)C)nc(OCC#N)n1	96.5	104.3	101.0	95.3	14.8	0.0	96.7	98.0
COC(=O)c1ccc(N(CC(=O)NC2CCCC2)C(=O)CNC(=O)c2cccs2)cc1	99.9	114.5	100.3	106.2	-6.7	0.0	106.0	92.0
O=C(O)c1cccc(S(=O)(=O)NCCc2ccccc2)c1	96.8	91.6	103.0	93.5	-0.6	1.0	89.8	97.2
COc1ccc(NC(=O)COC(=O)c2cc(C)oc2C)cc1OC	103.2	99.8	103.7	88.7	19.1	0.0	96.4	109.5
Cc1ccc(S(=O)(=O)N2CCN(C(=O)c3ccccc3Cc3ccccc3)CC2)c(C)c1	96.9	97.2	120.7	nt	4.8	0.0	113.0	91.9
FC(F)(F)c1cnc(C(c2ccccc2)c2ncn[nH]2)c(Cl)c1 (stereo not drawn)	107.1	95.1	101.0	102.2	6.8	0.0	103.2	98.6
N=c1c2c(n(Cc3cccc(Cl)c3)c3c1CCC3)CCCC2	105.7	98.0	103.6	104.0	10.8	1.0	105.1	108.0
CC1CCCN(CCCNC(=O)C2CCCN(c3ncnc4c3nc3n4CCCCC3)C2)C1 (stereo not drawn)	95.9	73.9	96.4	94.9	6.7	0.0	98.3	93.0

4 of these compounds in a different format:
Value order – AGP1 TOR yeast | Yeast superoxide | MEP2-GFP yeast | CIT2-GFP yeast | VLA-4 inh | GRK2 inh | RPL19A-GFP yeast | LAP4-GFP MLPCN
> COc1cc(/C=N/S(=O)(=O)CCc2ccccc2)ccc1O
  102.7 | 102.2 | 109.4 | 115.1 | 7.2 | 1.0 | 106.8 | 86.1
> COc1ccc(NC(=O)c2ccc(-n3cccn3)nc2)cc1
  92.9 | 107.5 | 99.5 | 94.3 | 17.4 | 0.0 | 97.2 | 99.9
> Cc1ccc(OC(C)C(=O)Nc2ccc3c(c2)n(C)c(=O)n3C)cc1C (stereo not drawn)
  99.6 | 93.6 | 109.9 | 102.3 | 1.5 | 0.0 | 99.5 | 95.8
> N#Cc1ccccc1OCC(=O)Nc1ccc2c(c1)OCCCO2
  94.8 | 96.0 | 100.3 | 100.3 | -1.0 | 0.0 | 96.7 | 107.2

The listing continues:
SMILES	AGP1 TOR yeast	Yeast superoxide	MEP2-GFP yeast	CIT2-GFP yeast	VLA-4 inh	GRK2 inh	RPL19A-GFP yeast	LAP4-GFP MLPCN
NC(=S)Nc1cccc2[nH]ccc12	101.9	97.7	130.6	127.7	-19.1	2.0	105.1	109.0
COc1ccccc1NC(=O)CCC(=O)OCc1ccc(Cl)cc1	99.5	84.9	105.2	104.5	4.5	97.0*	103.4	83.3
O=C(O)c1cc(N/N=C/c2ccc(N3CCOCC3)cc2)ccc1Cl	98.5	108.1	96.7	89.9	3.6	4.0	97.0	96.9
Cc1ccc(S(=O)(=O)NCc2c(-c3ccccc3)noc2C)cc1	99.2	101.2	112.5	103.5	10.0	0.0	107.0	102.3
FC(F)(F)c1cccc(NC(=S)NNC(=S)NCc2ccccc2)c1	104.5	114.0	105.0	107.1	3.8	2.0	103.7	109.5
Cc1cc(C)n(CC(=O)Nc2ccc([N+](=O)[O-])cc2)n1	93.4	95.3	95.2	96.2	-4.8	0.0	97.8	96.3
Cc1noc(C)c1CSCC(=O)N(C)CC(=O)Nc1ccc(Cl)c(Cl)c1	107.8	124.5	102.1	92.3	1.9	2.0	103.4	104.7
COc1ccc(-n2c(C)c(C)c3c(NCCN(C)C)ncnc32)cc1	95.5	115.8	92.3	95.1	11.9	0.0	96.0	101.5
O=C(Nc1ccc(N2CCCC2)cc1)c1cc([N+](=O)[O-])ccc1N1CCOCC1	92.0	102.8	101.3	95.1	-1.4	4.0	104.5	87.8
OCCC1CN(Cc2nc(-c3ccccc3)cs2)CCN1Cc1ccc(F)cc1 (stereo not drawn)	88.0	117.1	105.2	91.1	3.9	3.0	92.5	93.2
CS(=O)(=O)N(CCc1ccccc1)CC(=O)NCc1ccc(Cl)cc1	83.5	103.3	93.0	nt	0.9	1.0	90.1	82.5
CC(C)c1ccc(NC(=O)NC(C)c2ccc3c(c2)OCO3)cc1 (stereo not drawn)	90.1	101.1	85.2	83.7	-1.9	0.0	99.9	80.2
O=C(NC(=S)Nc1ccccc1C(=O)O)c1ccc(-c2ccc(Br)cc2)o1	114.5	88.1	105.5	112.0	-8.3	0.0	109.7	107.6
Cc1ccc(S(=O)(=O)N(C)Cc2ccccc2)cc1C(=O)N1CCCCC1	97.0	108.0	92.0	nt	-12.1	4.0	106.3	84.3
COc1cccc(-c2c(-c3cc(OC)cc(OC)c3)n(C)c3ccc(-c4ccc5cc[nH]c5c4)cc23)c1	109.7	110.8	103.7	100.7	13.9	0.0	103.0	103.3
O=C(NCc1nnnn1-c1ccc(Cl)cc1)c1ccc(Br)o1	100.0	94.9	94.4	78.9	-8.4	1.0	98.0	97.0
COc1ccc2cc(C(=O)Nc3c(C)n(C)n(-c4ccccc4)c3=O)sc(=O)c2c1OC	102.0	109.7	98.2	98.6	0.4	0.0	97.2	100.3
COCCCNC(=O)c1cc(Nc2ccc(OC)cc2OC)nc2ccccc12	98.8	92.7	108.7	101.5	8.0	2.0	106.1	101.7
Cc1cc(NC(=O)Nc2ccccc2)n(C(C)(C)C)n1	97.5	98.2	98.5	96.8	-0.6	2.0	98.8	94.2
Cc1cc(=O)n(CC=C(Cl)Cl)c2ccccc12	99.5	107.2	105.1	96.5	12.2	0.0	102.0	97.8
COc1ccccc1CCNC(=O)c1ccc(NC(=O)CC2SC(N3CCCC3)=NC2=O)cc1 (stereo not drawn)	96.2	99.2	87.8	95.3	0.8	0.0	85.8	92.7
CC(C)CCn1c(SC(C)C(=O)NC2CC2)nc2ccccc2c1=O (stereo not drawn)	108.8	104.4	98.1	95.1	-5.0	4.0	98.5	112.0
CCOc1ccc(CCNC(=O)CCn2ccc3cc(S(=O)(=O)N4CCCC4)ccc32)cc1	110.1	93.5	104.7	103.0	-4.0	0.0	102.0	109.6
CC(C)CCC(=O)N1CCOC1=O	94.6	109.0	98.6	96.5	4.0	0.0	101.5	109.3
CCC(=O)NC(=S)Nc1ccc(S(=O)(=O)NC(C)C)cc1	99.5	90.0	98.7	97.0	8.2	0.0	95.3	97.0
Cc1cccc(C)c1NC(=O)COC(=O)C1Cc2ccccc2CN1C(=O)c1ccccc1 (stereo not drawn)	103.7	94.5	102.7	95.9	-1.0	0.0	101.9	91.3
Cc1cc(C)nc(NS(=O)(=O)c2ccc(NS(=O)(=O)c3ccc(C#N)cc3)cc2)n1	99.3	105.1	92.3	91.5	-18.7	0.0	100.0	98.4
COc1cc(/C=N/NC(=O)c2cc[n+]([O-])cc2)ccc1O	101.0	96.8	101.7	110.5	12.0	0.0	101.5	83.0
CC(OC(=O)CCc1ccccc1)C(=O)Nc1ncc(Cl)cc1Cl (stereo not drawn)	96.5	95.7	99.3	88.0	-11.8	0.0	103.4	101.0
Cc1ccc(CN2C(=O)N/C(=C\c3ccc(N4CCOCC4)cc3)C2=O)cc1	101.1	114.5	173.9	105.1	6.2	4.0	101.2	112.4
CCOC(=O)C1CCN(S(=O)(=O)Cc2ccc(Cl)cc2)CC1	98.8	92.8	101.0	95.8	0.0	0.0	96.5	99.2
CCOC(=O)C1CCN(S(=O)(=O)c2ccc(OCC)cc2)CC1	91.4	87.2	93.4	95.5	-0.6	1.0	93.8	89.1
N#CCSc1ccc(-c2nc3ccccc3[nH]2)cn1	?	96.9	?	93.0	-4.3	1.0	95.9	?
Cc1cc(C)n(C(C)CNS(=O)(=O)c2ccc(C)c(C)c2)n1 (stereo not drawn)	97.0	93.7	104.8	97.5	2.5	3.0	101.8	92.4
Cc1c(NC(=O)Nc2cccc(Cl)c2)c(=O)n(-c2ccccc2)n1C	96.9	112.0	121.3	102.9	7.1	0.0	95.4	106.5
